From PubChem BioAssay
hIAP inh = human IAP inhibitors, primary screen, biochemical, luminescence, uHTS; purified IAP, CDP-Star luminescence, 30 min; inhibition, % at 10 µM; 0.12% of 330,000 active;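 active = inhibition reaching a set limit with compound at 10 µM in the primary screen, cut at about 35% in these data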;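 note: plate controls were DMSO wells with enzyme for no effect and no-enzyme buffer wells for full effect; values of inactives mirror those of a sister screen read the other way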
Target sequence (P09923 whole entry, looked up): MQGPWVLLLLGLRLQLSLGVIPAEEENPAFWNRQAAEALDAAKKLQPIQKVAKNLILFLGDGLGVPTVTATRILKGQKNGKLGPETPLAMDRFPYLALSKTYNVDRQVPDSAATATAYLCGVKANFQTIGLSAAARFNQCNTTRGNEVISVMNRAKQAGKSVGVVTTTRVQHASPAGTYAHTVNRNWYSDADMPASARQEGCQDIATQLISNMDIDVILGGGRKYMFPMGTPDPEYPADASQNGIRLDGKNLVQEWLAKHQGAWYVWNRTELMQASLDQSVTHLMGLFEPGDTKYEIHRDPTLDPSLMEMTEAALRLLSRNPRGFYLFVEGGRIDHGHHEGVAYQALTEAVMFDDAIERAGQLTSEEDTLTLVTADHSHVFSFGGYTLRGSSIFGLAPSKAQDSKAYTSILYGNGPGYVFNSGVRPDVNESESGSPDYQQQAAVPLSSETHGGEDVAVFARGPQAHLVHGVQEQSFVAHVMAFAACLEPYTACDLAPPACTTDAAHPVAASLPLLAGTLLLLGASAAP
mIAP block = inhibitors of mouse IAP, primary screen, biochemical, luminescence, uHTS. inhibition, % at 10 µM. 0.2% of 330,000 active. intestinal alkaline phosphatase [Mus musculus]. purified mouse IAP, CDP-Star luminescence, 30 min;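 active = inhibition of at least 40% at 10 µM in the primary screen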;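 note: plate controls were DMSO with enzyme for no effect and no enzyme wells for full effect; values of inactives mirror those of a sister screen read the other way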
mIAP activ = activators of mouse IAP, primary screen, biochemical, luminescence, uHTS | intestinal alkaline phosphatase [Mus musculus] | muIAP, CDP-Star luminescence, 30 min; hits give high values; 1 = vehicle-only enzyme signal, 0 = enzyme-free wells | activation factor at 10 µM | 0.24% of 330,000 active;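 active = activation factor of at least 2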; note: the source names both 10 and 20 µM as test concentration; values of inactives mirror those of a sister screen read the other way
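System: mouse IAP enzyme. Reagent: CDP-Star chemiluminescent phosphatase substrate. Benchmarks: DMSO wells, no-enzyme wells. Times: 30 min enzyme-substrate-compound incubation at room temperature. Detection: luminescence from enzymatic CDP-Star hydrolysis. Doses: test compounds delivered from DMSO solution.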
APOBEC3A inh = APOBEC3A ssDNA deaminase inhibitors, primary screen, selectivity assay for APOBEC3G inhibitor project, biochemical, FAM/TAMRA oligo cleavage fluorescence; DNA dC->dU-editing enzyme APOBEC-3A (Homo sapiens), P31941; recombinant A3A, FAM/TAMRA ssDNA deamination fluorescence; inhibition, % at 20 µM; 0.41% of 330,000 active;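 active = at least 40% inhibition at 20 µM here, with at most 30% in a related deaminase screen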;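 note: plate controls were A3A with DMSO for no effect and wells lacking A3A enzyme for full effect; some results filed as inactive read as strong as hits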
Target sequence (P31941 whole entry, looked up): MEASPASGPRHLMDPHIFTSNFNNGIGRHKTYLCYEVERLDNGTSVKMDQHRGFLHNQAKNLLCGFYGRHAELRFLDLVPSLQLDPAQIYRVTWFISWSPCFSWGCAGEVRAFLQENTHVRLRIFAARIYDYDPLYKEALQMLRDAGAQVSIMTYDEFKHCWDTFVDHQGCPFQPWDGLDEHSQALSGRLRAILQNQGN
TIM10 inh = growth inhibitors of isogenic TIM10 control yeast, primary screen, counter-screen for tim10-1 yeast inhibitor project, luminescence, uHTS. 1.4% of 330,000 active. S. cerevisiae TIM10 strain growth, BacTiter-Glo luminescence, 24 h. AID 463195, 2010. inhibition, % at 10 µM;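 active = inhibition of 40% or more at the single tested concentration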;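 note: wild-type TIM10 isogenic control strain grown at permissive 25 °C; 0% = DMSO yeast wells and 100% = minimal medium wells without yeast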
NLRP3 yeast inh = NALP3 inflammasome inhibitors in reconstituted yeast, primary screen, luminescence, uHTS. Yeast reconstituted NLRP3/ASC/caspase-1, beta-gal luminescence, 24 h. inhibition, % at 10 µM. 0.39% of 330,000 active;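 active = inhibition of 50% or more; inactive = inhibition below 50%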;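 note: plate controls were induced DMSO wells for no effect and uninduced yeast grown without galactose for full effect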
tim10-1 inh = growth inhibitors of tim10-1 mutant yeast, primary screen, luminescence, uHTS. S. cerevisiae tim10-1 ts strain growth, BacTiter-Glo, 24 h. AID 463190, 2010. 2.2% of 330,000 active. inhibition, % at 20 µM;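 active = inhibition of at least 40%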;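 note: mutant grown at 25 °C; 0% = DMSO wells with yeast and 100% = wells holding no yeast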
beta cell repl = inducers of MIN6 beta-cell proliferation, primary screen, ATP luminescence, uHTS; proliferation, % at 10 µM; 0.29% of 330,000 active; MIN6 cells proliferation, ATPlite luminescence, 48 h; cells starved in 0.2% serum; 100% = growth in 10% serum;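 active = compounds whose signal lies at least 3.5 SD above the mean of all wells on their plate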;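 note: 0% = DMSO-treated cells in low-serum medium and 100% = 10% serum control; some compounds called inactive have numbers as strong as hits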
A3G deaminase = APOBEC3G DNA deaminase inhibitors, primary screen, biochemical, fluorescence, single-stranded DNA substrate, uHTS; recombinant A3G, ssDNA deamination FAM/TAMRA fluorescence; inhibition, % at 20 µM; 0.28% of 330,000 active;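 active = inhibition of at least 40% at 20 µM, with no more than 30% in the related APOBEC3A deaminase screen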;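 note: plate controls were DMSO wells with A3G for no effect and wells lacking A3G enzyme for full effect; some compounds called inactive have numbers as strong as hits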
Target sequence (Q9HC16 whole entry, looked up): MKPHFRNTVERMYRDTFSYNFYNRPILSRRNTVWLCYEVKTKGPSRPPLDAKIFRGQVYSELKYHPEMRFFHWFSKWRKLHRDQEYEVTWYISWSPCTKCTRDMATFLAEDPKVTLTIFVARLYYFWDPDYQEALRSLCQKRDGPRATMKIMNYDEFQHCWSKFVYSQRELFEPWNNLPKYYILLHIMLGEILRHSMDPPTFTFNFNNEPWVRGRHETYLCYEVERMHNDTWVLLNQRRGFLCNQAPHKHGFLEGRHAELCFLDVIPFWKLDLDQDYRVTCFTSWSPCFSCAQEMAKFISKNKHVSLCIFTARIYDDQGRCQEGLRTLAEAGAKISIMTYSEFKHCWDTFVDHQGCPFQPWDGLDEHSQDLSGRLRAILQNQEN
Starred values were filed as active, the others as inactive.

SMILES	hIAP inh	mIAP block	mIAP activ	APOBEC3A inh	TIM10 inh	NLRP3 yeast inh	tim10-1 inh	beta cell repl	A3G deaminase
Cc1ccc(CC(=O)Nc2nnc(-c3ccc(F)cc3)o2)c(C)c1	-21	8	0.92	-3	-10	1	-11	-3	-4
O=C(NCc1cccs1)C1CCN(S(=O)(=O)c2cccc3cccnc23)CC1	9	7	0.93	-1	1	9	9	-2	-5
O=C(CCN1CCOCC1)NC12CC3CC(CC(C3)C1)C2	-4	-2	1	-3	-9	1	15	-3	-7
CCOC(=O)c1[nH]c(C)c(C(=O)NCc2ccco2)c1C	13	10	0.9	0	5	14	7	-2	-3
COCCCNC(=O)CSc1nc2cc(C(=O)NCCOC)ccc2c(=O)n1Cc1ccc2c(c1)OCO2	-4	13	0.87	2	-10	21	23	-2	1
Cc1ccc(NS(=O)(=O)c2ccc(OCC(N)=O)cc2)cc1	-5	0	1	-3	2	11	-12	0	-7
O=C(Cn1cnc2c(nnn2Cc2ccc(Cl)cc2)c1=O)NC1CCCC1	3	-7	1.1	5	8	-12	13	-3	-6
CCCC(=O)Nc1ccc2c(c1)c1ccccc1n2CC	-1	-17	1.2	-3	-4	25	-4	0	-5
Cn1c(-c2ccc(Br)o2)nc2ccccc21	9	5	0.95	-2	9	44	6	-5	-2
CCOC(=O)C1=C(C)N(CCCCCC(=O)O)C(=O)NC1c1ccccc1OC(=O)c1cccs1 (stereo not drawn)	8	-12	1.1	-4	13	-9	-14	0	-13
O=C1C2CCCN2C(=S)N1c1ccccc1 (stereo not drawn)	6	4	0.96	0	-3	14	13	-2	-1
COc1ccccc1C(=O)CN1C(=O)NC2(CCCc3ccccc32)C1=O (stereo not drawn)	10	3	0.97	-2	1	1	3	-3	-3
O=C(NC(=S)Nc1ccccc1)C1CCCCC1	25	-4	1	-1	0	34	26	-7	-3
CNC(=O)Cn1c(=O)n(C)c2ccccc21	8	2	0.98	4	1	7	3	-2	0
Cc1c(C)n(CC(O)CN2CCCCC2)c2ccccc12 (stereo not drawn)	9	3	0.97	-1	-11	11	-10	1	-1
CC1CCN(C(=O)c2[nH]cnc2C(=O)NCC(=O)OC(C)(C)C)CC1	-5	-1	1	0	-1	9	1	-5	-3
O=C(NCc1ccccc1)c1nnc(CS(=O)(=O)c2ccccc2)o1	3	18	0.82	-5	-3	15	13	-3	-3
CC1(/[N+]([O-])=C\c2ccccc2F)CCCCC1=O (stereo not drawn)	-10	12	0.89	0	9	20	-13	-4	-8
OCCN1CCN(CC(O)COc2ccc3ccccc3c2)CC1 (stereo not drawn)	10	3	0.97	-4	-3	12	1	-3	-6
O=C(NCc1nc2ccccc2[nH]1)C1=C[C@@H](c2ccc(Br)cc2)C[C@@H](OCCCCO)O1	1	-1	1	-2	-7	16	12	2	-8
CCc1nnc(NS(=O)(=O)c2ccc(NC(=O)c3cc(Cl)ccc3Cl)cc2)s1	0	9	0.91	0	5	4	8	0	-3
Cc1cc(Br)cc(Br)c1OCC(=O)NNC(=O)Nc1ccccc1	-64	-1	1	-4	12	14	7	-2	-4
O=C(c1ccccc1F)N1CCN(c2ccc([N+](=O)[O-])c3ncccc23)CC1	1	3	0.97	0	10	-1	13	0	-8
CC(C)(C)C(=O)/C=C(\N)c1ccncc1	9	0	1	-4	1	25	-5	-3	-4
CC1=NN(C(N)=S)C(=O)C1N=Nc1ccc(C)c(Br)c1 (stereo not drawn)	-29	14	0.86	-2	30	41	32	0	-5
CC(=O)N1CCN(S(=O)(=O)c2ccc(S(=O)(=O)NC3CC3)cc2)CC1	1	-2	1	3	2	2	14	0	0
COc1ccc(OCCOC(=O)c2cccc(-n3cnnn3)c2)cc1	10	-9	1.1	0	2	24	20	2	-3
Cc1c(-n2c(=S)[nH]c3ccccc3c2=O)c(=O)n(-c2ccccc2)n1C	-5	-4	1	-1	3	1	7	-2	-2
COc1ccc(C2SCCN2S(=O)(=O)c2ccccc2)cc1 (stereo not drawn)	10	10	0.9	0	-2	21	7	-3	-5
COCCN1CN=C(Nc2nc3ccccc3o2)NC1	-16	-2	1	-4	6	8	-4	-1	-5
CS(=O)(=O)c1ccc2nc(NC(=O)c3ccc(Cl)nc3)sc2c1	11	1	0.99	2	8	11	-2	-2	-7
Cn1c(SCC(=O)Nc2ccccc2Cl)nnc1C1CC1	5	-8	1.1	-1	-2	11	-9	-2	-6
Cc1ccc(CNC(=O)CN(Cc2ccccc2)S(C)(=O)=O)cc1	17	-4	1	-3	9	6	15	-2	-1
COc1cc(/C=C/C(=O)c2ccc3c(c2)OCO3)cc(OC)c1OC	-10	-11	1.1	-6	34	3	31	-8	-12
Cn1c(=O)c(=O)n(C)c2cc(S(=O)(=O)N3CCCCCC3)ccc21	-12	-4	1	-3	-8	-5	1	0	-7
CN(Cc1cc2ccccc2[nH]c1=O)C(=O)C1CCCCC1	8	-12	1.1	2	7	12	16	3	1
CCCCCCC(=O)Oc1ccc(N2C(=O)CCC2=O)cc1	-22	3	0.97	-1	13	1	19	0	-6
Cc1ccc(C(c2nnnn2CS(=O)(=O)c2ccc(C)cc2)N2CCC(C(N)=O)CC2)cc1 (stereo not drawn)	9	-6	1.1	6	-10	0	3	1	2
CC(C)CN(CC(C)C)C(=O)Nc1ccc(F)cc1F	-9	-3	1	2	-7	11	4	-3	-2
CCCCCCCCCCCCCCCC[N+](C)(C)CCN(Cc1ccc(OC)cc1)c1ncccn1	-65	-65	1.6	6	95*	52*	97*	-8	-3

Molecules above with a tert-butyl group, in the order listed:
SMILES	hIAP inh	mIAP block	mIAP activ	APOBEC3A inh	TIM10 inh	NLRP3 yeast inh	tim10-1 inh	beta cell repl	A3G deaminase
CC1CCN(C(=O)c2[nH]cnc2C(=O)NCC(=O)OC(C)(C)C)CC1	-5	-1	1	0	-1	9	1	-5	-3
CC(C)(C)C(=O)/C=C(\N)c1ccncc1	9	0	1	-4	1	25	-5	-3	-4

Next part.
SMILES	hIAP inh	mIAP block	mIAP activ	APOBEC3A inh	TIM10 inh	NLRP3 yeast inh	tim10-1 inh	beta cell repl	A3G deaminase
CCc1ccc(NC(=O)CC2C(=O)NCCN2C(=O)c2ccccc2OC)cc1 (stereo not drawn)	19	-8	1.1	4	4	17	19	1	5
O=C(O)C1CCCCC1C(=O)Nc1ccc2c(c1)CCC2 (stereo not drawn)	-3	1	0.99	-3	-31	22	-6	-1	-7
COc1ccc(/C=N/Nc2ccccn2)cc1O	-2	-10	1.1	-10	-4	5	-13	-4	-2
Cc1ccc(S(=O)(=O)c2cc3ccccc3oc2=O)cc1	4	6	0.94	-1	2	-8	3	2	-6
COc1cc(NC(=O)C2CCCN(S(=O)(=O)c3cnc[nH]3)C2)cc(OC)c1 (stereo not drawn)	-4	6	0.94	-3	2	5	8	-4	-7
COc1ccc(NC(=O)CSc2nc(-c3ccc(C)cc3)cc(C(F)(F)F)c2C#N)cc1	-25	4	0.96	-3	12	-4	-2	-4	-3
Cc1ccc(/C=N/Nc2nncn2N)cc1	-1	16	0.84	-6	16	7	6	4	-9
CCSc1ccccc1C(=O)N1CCC2(CC1)CC(=O)c1ccccc1O2	-28	0	1	0	5	24	20	-4	1
O=C(Nc1ccccc1F)C1C2C=CC3(O2)C1C(=O)N(c1cccnc1)C3C(=O)NC1CCCCC1 (stereo not drawn)	5	5	0.95	-1	-1	4	7	2	-4
Cn1c(Sc2nc3ccccc3n2C)nc2ccccc21	0	-1	1	-2	-8	9	30	1	-7
CC(C)Sc1nc2ccsc2c(=O)[nH]1	-1	4	0.96	-2	11	-32	4	2	-6
Cc1ccc(S(=O)(=O)Nc2nc3ccccc3s2)cc1[N+](=O)[O-]	15	10	0.9	-2	18	6	17	-2	-3
O=C(O)CCSc1nc(C(F)(F)F)cc(=O)n1-c1ccccc1	4	6	0.94	-2	-4	1	6	2	-3
Cc1ccc(S(=O)(=O)N2CCCC(C(=O)N3CCN(c4ccccc4)CC3)C2)cc1 (stereo not drawn)	3	2	0.98	-1	-37	16	-4	-2	-3
CCOC(=O)Cc1csc(NC(=O)CSc2nc3sc(C(=O)O)c(C)c3c(=O)[nH]2)n1	0	-1	1	1	11	2	-6	-4	3
COc1ccc2nc(SCC(=O)NC(C)c3ccccc3)[nH]c2c1 (stereo not drawn)	-4	-10	1.1	-2	0	10	5	-2	-4
O=C(CC1C(=O)NCCN1C(=O)Nc1ccccc1)Nc1ccc2c(c1)OCCO2 (stereo not drawn)	16	3	0.97	1	-3	31	4	0	-2
O=C(CSc1nnc(-c2cccnc2)o1)c1cc2ccccc2oc1=O	-2	15	0.85	-5	17	2	10	1	-7
COc1ccc(C2NC(c3ccc(OC)cc3OC)C(C)C(=O)C2C)c(OC)c1 (stereo not drawn)	-15	-3	1	-2	6	13	9	-1	-5
COCCN(C(=S)Nc1ccccc1OC)C1CCN(C(C)=O)CC1	0	0	0.99	0	6	10	-4	0	-5

Full records, quoted from the list. Values in the order: hIAP inh	mIAP block	mIAP activ	APOBEC3A inh	TIM10 inh	NLRP3 yeast inh	tim10-1 inh	beta cell repl	A3G deaminase
`COc1ccc(/C=N/Nc2ccccn2)cc1O` reads -2	-10	1.1	-10	-4	5	-13	-4	-2
`CCSc1ccccc1C(=O)N1CCC2(CC1)CC(=O)c1ccccc1O2` reads -28	0	1	0	5	24	20	-4	1

(continued)
SMILES	hIAP inh	mIAP block	mIAP activ	APOBEC3A inh	TIM10 inh	NLRP3 yeast inh	tim10-1 inh	beta cell repl	A3G deaminase
Cc1cc(-c2ccccc2)nc2cc(C(=O)NCc3ccco3)nn12	10	15	0.85	8	-9	21	29	-1	3
O=C(Nc1ncccn1)c1ccc(C(F)(F)F)cc1	-8	3	0.97	1	7	3	21	1	-1
O=C(O)CCOc1ccc2c(c1)OCCO2	8	2	0.98	-4	3	8	-6	-2	-8
CCN(CC)CCSc1nnc(Nc2ccccc2)n1-c1ccccc1	-6	-2	1	-2	-7	14	1	-1	-9
O=C(O)c1cc2nc(-c3ccccc3)cc(-c3ccccc3)n2n1	-9	9	0.91	13	-5	-3	3	0	-4
CC(=O)Nc1ccc(NC(=O)CSc2nc3nc(C)cc(C)c3c(=O)[nH]2)cc1	-4	0	1	1	-2	5	3	0	-2
COc1ccc(CCNC(=O)Cn2nc([N+](=O)[O-])c(Br)c2C)cc1OC	4	5	0.95	-4	-10	1	3	0	-13
Cc1cccc([C@@H]2[C@@H]3C(=O)N(Cc4ccccc4)C(=O)[C@@H]3[C@]3(C)C(=O)N(c4ccc(C(F)(F)F)cc4)C(=O)N23)c1	0	41*	0.59	1	9	7	-12	-8	-6
Cc1ccc2c(c1)NC(=O)c1cc([N+](=O)[O-])ccc1O2	2	-8	1.1	3	-20	13	-28	0	8
COc1ccc(CNC(=O)CN(C(=O)c2snc(C(N)=O)c2N)c2ccccc2F)cc1	0	-1	1	4	-2	2	16	0	1
COC(=O)c1ccc(NC(=O)c2ccc(N(C)S(C)(=O)=O)cc2)cc1	20	-1	1	4	-11	25	-8	1	3
COC(=O)/C=C(\C)N=Nc1c(O)[nH]c2ccccc12	0	10	0.9	-2	-16	20	6	5	-7
O=[N+]([O-])/C=C1/CCCCCN1	-15	-14	1.1	-1	-16	-6	-1	-1	-6
